Bioassay records deposited in PubChem by several laboratories.
PP5 inh: PP5 phosphatase inhibitors, primary screen, biochemical, fluorescence; Serine/threonine-protein phosphatase 5 (Homo sapiens), P53041; purified PP5c, OMFP substrate fluorescence; inhibition, % at 6.7 µM; hit rate 0.18% among 320,000; AID 1987, 2009;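 active = inhibition above the campaign's mean inhibition across all tested compounds plus 3 SD, cut at about 9.5% in these data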;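 also: 0% = DMSO only and 100% = 100 µM cantharidin control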
PP1 counter: PP1-alpha phosphatase inhibitors, primary screen, counter-screen for PP5 inhibitor project, biochemical, fluorescence, OMFP substrate, single point. hit rate 0.9% among 320,000. inhibition, % at 6.7 µM. Serine/threonine-protein phosphatase PP1-alpha catalytic subunit (Homo sapiens), P62136. purified PP1alpha;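 active = inhibition above the mean inhibition of all tested compounds plus 3 SD, computed separately for each screening campaign, cut at about 15% in these data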
Target sequence (P62136 whole entry, looked up): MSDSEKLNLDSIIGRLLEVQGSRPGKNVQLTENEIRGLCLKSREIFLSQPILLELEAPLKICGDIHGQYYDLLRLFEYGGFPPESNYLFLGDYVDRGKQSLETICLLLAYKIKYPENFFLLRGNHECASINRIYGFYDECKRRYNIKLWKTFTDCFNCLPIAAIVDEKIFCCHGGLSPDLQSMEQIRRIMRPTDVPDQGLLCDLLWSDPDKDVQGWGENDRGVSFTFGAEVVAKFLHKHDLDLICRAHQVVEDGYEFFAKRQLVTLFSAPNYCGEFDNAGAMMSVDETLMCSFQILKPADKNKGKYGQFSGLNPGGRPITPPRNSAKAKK
Efflux pump mplx: inhibitors of Candida efflux pumps in yeast, primary screen, S. cerevisiae, Nile Red, multiplex; AID 485275, 2010; S. cerevisiae Candida pump triplex; inhibition, % at 10 µM; hit rate 0.44% among 330,000;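 active = plate passing quality check with inhibition over a set limit, or well fluorescence over plate mean plus 4 SD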;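 also: Nile Red retained in pooled yeast measured as flow cytometry median fluorescence; 0% = buffer negative control and 100% = Enniatin B positive control; higher means more Nile Red kept so more efflux inhibition; some compounds called inactive have numbers as strong as hits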
LYPLA2 inh: LYPLA2 inhibitors, primary screen, counter-screen for PME1 inhibitor project, biochemical, fluorescence polarization, FP-Rh probe ABPP | Acyl-protein thioesterase 2 (Homo sapiens), O95372 | AID 2177, 2009 | inhibition, % at 5.9 µM | recombinant LYPLA2 | hit rate 0.38% among 320,000;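 active = inhibition above the screen-wide mean plus 3 SD, limit set per campaign, cut at about 26% in these data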;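 also: 0% = LYPLA2 with DMSO and 100% = wells lacking LYPLA2 enzyme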
GASC-1 inh: inhibitors of GASC-1 histone demethylase, primary screen, biochemical, fluorescence, DELFIA europium; Lysine-specific demethylase 4C (Homo sapiens), Q9H3R0; GST-JMJD2C(1-420) H3K9me3 demethylation; inhibition, % at 2.35 µM; hit rate 0.069% among 330,000;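 active = more than half of a compound's replicate wells show inhibition beyond 50%, single wells judged on their own value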;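 also: signal counts dimethyl H3K9 product captured on neutravidin plate; 0% = median of DMSO wells and 100% = 0.3 times that DMSO median; strong numbers were not always called active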
PREPL inh: PREPL enzyme inhibitors, primary screen, biochemical, fluorescence polarization. recombinant PREPL, fluorescence polarization activity-based probe. AID 2751, 2010. inhibition, % at 5.96 µM. hit rate 0.68% among 320,000; in the data active = inhibition above about 43%;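 also: 0% = enzyme with DMSO and 100% = wells lacking enzyme; many of its hits are not listed in these tables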
Target sequence (Q4J6C6 whole entry, looked up): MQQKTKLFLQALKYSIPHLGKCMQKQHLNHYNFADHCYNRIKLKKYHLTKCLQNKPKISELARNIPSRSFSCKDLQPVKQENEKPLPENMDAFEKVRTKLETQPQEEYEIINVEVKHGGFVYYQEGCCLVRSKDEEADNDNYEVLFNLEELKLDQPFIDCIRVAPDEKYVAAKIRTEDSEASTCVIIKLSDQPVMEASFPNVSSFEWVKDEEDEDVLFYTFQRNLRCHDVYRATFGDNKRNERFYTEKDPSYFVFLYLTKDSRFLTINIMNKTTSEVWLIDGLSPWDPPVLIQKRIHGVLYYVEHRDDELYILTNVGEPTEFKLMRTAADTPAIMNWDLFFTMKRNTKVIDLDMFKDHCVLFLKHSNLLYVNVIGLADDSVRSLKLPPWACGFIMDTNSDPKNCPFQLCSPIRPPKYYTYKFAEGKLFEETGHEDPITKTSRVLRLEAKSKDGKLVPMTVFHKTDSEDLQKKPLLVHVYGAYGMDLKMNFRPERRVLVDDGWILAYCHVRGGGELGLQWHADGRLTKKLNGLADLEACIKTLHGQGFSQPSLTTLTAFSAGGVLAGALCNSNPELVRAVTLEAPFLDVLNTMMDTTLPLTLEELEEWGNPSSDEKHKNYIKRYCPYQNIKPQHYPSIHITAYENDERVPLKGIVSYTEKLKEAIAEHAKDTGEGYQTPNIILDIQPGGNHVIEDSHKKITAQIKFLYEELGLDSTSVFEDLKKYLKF
Fh CTSL1 inh: Fasciola hepatica cathepsin L1 inhibitors, primary screen, counter-screen for PFM18AAP inhibitor project, biochemical, QFRET, fluorogenic peptide substrate | recombinant F. hepatica cathepsin L1, Z-Leu-Arg-MCA fluorescence | inhibition, % at 5.96 µM | hit rate 0.49% among 300,000;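 active = inhibition above the mean of all tested compounds plus 3 SD, set per screening campaign, cut at about 17% in these data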;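 also: 0% = plate median of test compound wells and 100% = 1 µM Z-Phe-Ala-diazomethylketone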
TPT1 inhibitor: Candida albicans TPT1 enzyme inhibitors, primary screen, biochemical, fluorescence polarization; tRNA 2'-phosphotransferase TPT1 (Candida albicans SC5314); recombinant caTPT1, FP RNA substrate dephosphorylation; inhibition, % at 5 µM; hit rate 0.81% among 300,000;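 active = inhibition above the mean of all tested compounds plus 3 SD, set per screening campaign, cut at about 24% in these data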;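 also: plate controls were DMSO alone for no effect and ferristatin control at 100 nM for full effect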
core dimer inh: inhibitors of HCV core protein dimerization, primary screen, biochemical, TR-FRET, high-throughput; TR-FRET GST/Flag-core106 dimerization, 1536-well; inhibition, % at 5 µM; hit rate 0.33% among 300,000;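 active = inhibition above the mean of all tested compounds plus 3 SD, set per screening campaign, cut at about 45% in these data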
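test system = GST/Flag-tagged HCV core106 proteins | probe or stimulus = Eu donor and XL665 acceptor anti-tag antibodies | times = compound-protein-antibody incubation 4 h at 22.5 °C | signal = TR-FRET, excitation 340 nm, emission 617 and 671 nm | measure = percent inhibition of core106 dimerization signal | controls = wells lacking GST-core106 and wells with excess unlabelled core106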
* = called active by the depositor; / = no result given; & = joins results of further samples.

Order of results – PP5 inh	PP1 counter	Efflux pump mplx	LYPLA2 inh	GASC-1 inh	PREPL inh	Fh CTSL1 inh	TPT1 inhibitor	core dimer inh
NC(=S)NC1CC2C=CC1C2 (stereo not given)
  1.2	-4	0.1	0	-4	10	2	-1	3
COC(=O)C1CN(C(=O)COc2ccccc2C)c2ccccc2O1 (stereo not given)
  1.8	-4	0.0	-1	1	8	4	4	0
CCN(CC)c1ccc(NC(=O)CN2CCN(c3ccc(F)cc3)CC2)cc1
  1.1	1	0.1	7	4	26	4	1	-8
CCOc1ccccc1C(=O)N1c2ccccc2Sc2ccccc21
  2.5	1	0.0	9	1	-3	0	-2	17
O=C(CSc1ccccc1C(=O)O)NCc1ccc(Cl)cc1
  0.3	-2	-0.1	-3	-1	-1	0	2	8
Cn1c(CNC(=O)CCNC(=O)c2ccccc2)cc(=O)n(C)c1=O
  0.3	-4	-0.1	3	1	-2	-1	-3	6
Clc1cccc(OCCCCCN2CCOCC2)c1
  10*	-1	0.0	2	-7	7	-2	1	-1
NC(=O)COC(=O)c1sc2ccccc2c1Cl
  0.3	-1	0.1	2	-20	-4	-4	-3	-5
C/C=C(/C)C(=O)Nc1cccc(C2=NOC3(C2)C[C@@H](C(N)=O)N(C(=O)[C@H]2CCC(=O)N2)C3)c1 (stereo not given in full)
  0.5	3	-0.3	-3	1	2	-4	-3	-16
CCOC(=O)c1c(S(=O)(=O)N2CCCC(C(=O)Nc3ccc(C)cn3)C2)c(C)n(C)c1C (stereo not given)
  -0.3	-4	0.0	2	34	13	15	0	-4
O=C(O)c1c(NC(=O)N(CCO)Cc2ccccc2)sc2c1CCCC2
  0.9	-1	0.0	1	1	5	-6	0	-5
COc1ccc(S(=O)(=O)N2CCCCC2)cc1NC(=O)c1ccc([N+](=O)[O-])o1
  0.0	0	0.0	12	-13	17	3	-3	-3
CCNc1nc(NCC)n2c(SCC(=O)O)nnc2n1
  0.0	-1	0.0	3	-3	7	-4	-2	-4
COc1cccc(CC(=O)N2CCCC(CCC(=O)N3CCN(c4ccccn4)CC3)C2)c1 (stereo not given)
  -0.2	-4	-0.1	4	0	3	3	-1	0
CCOC(=O)Cc1c(C)nc2c(-c3ccccc3)cnn2c1C
  2.4	-3	0.0	1	-1	4	0	-4	-2
S=C(NC1CC1)N1CCc2ccccc2C1
  -1.4	0	0.1	6	-1	16	3	-7	-3
S=c1[nH]nc(-c2ccco2)n1/N=C/c1ccccc1
  -0.9	0	0.0	3	3	-1	-6	-3	0
CCN(CC)CCCN(C(=O)c1ccccc1F)c1nc(-c2ccc(OC)cc2)cs1
  1.5	3	0.2	5	-4	-42	0	0	-6
COc1ccc(C(CC(=O)O)NC(=O)Nc2ccccc2)cc1OC (stereo not given)
  2.6	-2	0.2	1	-2	20	-4	-2	3
Cc1oc(C)c2c(=O)ccc3c(c12)OC(N)=C(C#N)C3c1ccccc1Cl (stereo not given)
  1.1	1	0.1	-8	-2	26	-1	29*	33
Cc1ccccc1Nc1nc(N)nc(CSc2nnc(C)n2C)n1
  0.9	4	-0.2	7	-12	13	-2	-12	-2
CCN(CC)CCNC(=S)Nc1ccc2nc(N3CCN(CC)CC3)cc(C)c2c1
  0.6	-3	-0.1	0	15	8	-1	-5	0
Cc1ccccc1N(C(=O)c1cccs1)c1nc2ccccc2s1
  2.9	-5	0.7	-5	2	4	2	-2	13
Cc1cc([N+](=O)[O-])c(C(C)(C)C)cc1N
  1.5	-5	0.0	1	2	7	1	-1	0
O=C(/C=C/c1ccc(Cl)cc1)Nc1ccc(Br)cn1
  0.6	-6	0.0	1	-2	-6	-2	2	-4
Cc1ccc2oc(C(=O)N3CCN(Cc4ncccc4C)CC3)c(C)c2c1
  2.7	-2	-0.1	10	-4	7	1	-2	-4
Cc1cc(/C=C(\C#N)C(=O)NCc2cccs2)c(C)n1-c1ccccc1F
  2.5	6	0.1	-8	10	-9	1	-6	5
Cc1ccnc(SCC(=O)NC2CC2)n1
  0.8	-2	-0.1	5	-1	6	3	-1	3
CCOC(=O)C1CCN(C(=O)c2ccc(OCC(=O)Nc3cccc(C(F)(F)F)c3)c(OC)c2)CC1
  -0.5	2	0.0	9	-28	40	2	-3	1
O=C(Nc1ccc(C(=O)N2CCCc3ccccc32)cc1)c1cccs1
  2.2	1	0.1	-6	-13	-11	1	-1	8
CC(=O)/C(=C/N(C)C)Sc1ccc(C)cc1
  -1.1	2	0.3	9	-8	-2	2	-1	-1
CCC(C(=O)NC1CCCC1)N(C(=O)Cn1nnc(-c2ccc(OC)c(OC)c2)n1)C1CCCCC1 (stereo not given)
  -2.5	0	-0.1	2	0&13	5	3	-1	1
COc1ccc(CCNC(=O)c2cc(-c3ccc4c(c3)OCO4)on2)cc1OC
  1.8	3	-0.1	-2	-4	23	1	-5	0
CC(C)Sc1nc2c(cnn2-c2ccc(Cl)cc2)c(=O)[nH]1
  0.2	-2	0.1	-2	6	-4	-1	3	3
CC1CCCCC1NC(=O)c1ccc(CSc2nc3ccncc3[nH]2)cc1 (stereo not given)
  5.3	-2	-0.2	-2	-7	12	-2	-3	1
O=C(O)CNC(=O)/C=C/c1ccc(Cl)cc1Cl
  -1.6	-1	0.0	1	8	-2	-1	-5	-2
Cc1ccc(N2CC(C(=O)OCc3ccccc3)CC2=O)cc1 (stereo not given)
  0.1	-3	0.0	-2	6	7	-25	-2	-1
CC(NC(=O)COC(=O)Cc1ccc(-c2ccccc2)cc1)c1ccccc1 (stereo not given)
  5.0	7	-0.3	-1	8	8	-1	-1	3
COc1ccc(CN2CCNC(=O)C2CC(=O)N2CCCCO2)cc1OC (stereo not given)
  5.2	-1	0.2	-6	8	1	4	-4	0
CCNC(=O)CC1C(=O)N(CC)C(=S)N1NC(=O)c1ccc(Cl)cc1 (stereo not given)
  0.3	-5	-0.1	9	0	0	-7	-1	7

In a second layout: 3 of the compounds above
smiles	PP5 inh	PP1 counter	Efflux pump mplx	LYPLA2 inh	GASC-1 inh	PREPL inh	Fh CTSL1 inh	TPT1 inhibitor	core dimer inh
CC(C)Sc1nc2c(cnn2-c2ccc(Cl)cc2)c(=O)[nH]1	0.2	-2	0.1	-2	6	-4	-1	3	3
CC(=O)/C(=C/N(C)C)Sc1ccc(C)cc1	-1.1	2	0.3	9	-8	-2	2	-1	-1
COc1ccc(CCNC(=O)c2cc(-c3ccc4c(c3)OCO4)on2)cc1OC	1.8	3	-0.1	-2	-4	23	1	-5	0

Entries of single compounds, looked up by structure. Order of screens: PP5 inh	PP1 counter	Efflux pump mplx	LYPLA2 inh	GASC-1 inh	PREPL inh	Fh CTSL1 inh	TPT1 inhibitor	core dimer inh
Profile of `COc1ccc(CN2CCNC(=O)C2CC(=O)N2CCCCO2)cc1OC` (stereo not given) → 5.2	-1	0.2	-6	8	1	4	-4	0
Profile of `Cc1ccccc1N(C(=O)c1cccs1)c1nc2ccccc2s1` → 2.9	-5	0.7	-5	2	4	2	-2	13
Profile of `Cc1oc(C)c2c(=O)ccc3c(c12)OC(N)=C(C#N)C3c1ccccc1Cl` (stereo not given) → 1.1	1	0.1	-8	-2	26	-1	29*	33
Profile of `CCNC(=O)CC1C(=O)N(CC)C(=S)N1NC(=O)c1ccc(Cl)cc1` (stereo not given) → 0.3	-5	-0.1	9	0	0	-7	-1	7
Profile of `COc1ccc(C(CC(=O)O)NC(=O)Nc2ccccc2)cc1OC` (stereo not given) → 2.6	-2	0.2	1	-2	20	-4	-2	3

Other compounds
Order of results – PP5 inh	PP1 counter	Efflux pump mplx	LYPLA2 inh	GASC-1 inh	PREPL inh	Fh CTSL1 inh	TPT1 inhibitor	core dimer inh
Cc1ccc(SCCOCCN2CCc3ccccc3C2)cc1
  2.8	0	0.0	4	12	8	0	-5	6
COc1ccc(C(=O)/C=C/c2ccc(OC3CSC3)cc2)cc1
  0.8	4	0.1	0	-1	-8	1	-4	4
O=C(COC(=O)c1cc(Br)ccc1O)NNC(=O)c1ccc(Cl)cc1
  -0.2	-4	0.0	10	2	2	-5	-3	0
O=C1CCCN2N=C(SCC(=O)Nc3ccccc3C(F)(F)F)SC2=N1
  0.7	-2	0.0	6	-2	-4	-1	1	0
CC(=O)c1cccc(S(=O)(=O)N(CCCO)Cc2cc3ccc(C)cc3[nH]c2=O)c1
  2.9	7	0.0	3	4	5	-2	-3	-1
COC(=O)CCC(=O)NC(=S)Nc1sc(C)c(C)c1C(N)=O
  -0.2	-2	0.5	0	1	9	-2	0	1
COc1ccc(C(=O)NCc2nnc(SCC(=O)N3CCc4ccccc43)n2C2CCCCC2)cc1
  -1.1	-1	-0.4	-2	-13	5	2	0	4
CC1CCCC(C)N1C(=O)COC(=O)c1ccc[nH]c1=O (stereo not given)
  3.3	1	0.1	6	-11	-1	0	-4	-7
O=C1CSC(c2ccc([N+](=O)[O-])cc2)N1C1CCCCC1 (stereo not given)
  0.4	-4	0.1	-7	-4	-2	0	-4	1
CCCc1n[nH]c2c1C(=O)C(C(=O)OC)C(C)(C)C2 (stereo not given)
  -0.8	-4	0.0	-7	-5	-6	-3	-6	1
COc1ccc(NC2c3ccccc3C(=O)N2c2cccnc2)cc1 (stereo not given)
  -0.7	-5	0.0	3	4	2	-1	1	0
COc1ccc(Cn2c(CCC(=O)NCc3ccco3)nc3cccnc32)cc1
  1.4	2	0.0	1	111	2	3	-2	-3
COC(=O)c1sccc1NC(=O)c1c(C)cc(=O)oc1C
  2.0	-2	0.1	-5	-1	2	1	-2	-2
CC(C)c1nc2cc3ccccc3cc2[nH]1
  2.3	2	-0.1	-3	-6	6	1	-3	-1
Cc1c(C2Nc3ccccc3NC3=C2C(=O)CC(C)(C)C3)cnn1C (stereo not given)
  0.5	-2	-0.1	4	32	9	0	-11	-10
CCC(=O)OC1(C)C(=O)C=C2C=C(CCCCNC(=O)OC(C)(C)C)OC=C2C1=O (stereo not given)
  1.4	3	0.1	1	9	0	-6	6	26
COc1c(O[C@@H]2O[C@H](CO)[C@@H](O)[C@H](O)[C@H]2O)cc2c(c1OC)-c1ccc(SC)c(=O)cc1C(NC(C)=O)CC2 (stereo not given in full)
  1.7	-2	0.0	3	/	-1	-1	1	6

These rows are one share of the data. The share of hits here may be higher or lower than overall.
